# Vif-APOBEC3G blk: blocks the Vif interaction with human APOBEC3G | AID 602310 | 410,000 compounds, 0.076% hits | Potency, µM (highest dose often 46.1 µM), without a hit: top-dose activity, negative = active, actives largely listed as inhibitors | HeLa A3G-eYFP + Vif (tagged APOBEC3G with the HIV-1 protein that degrades it), YFP fluorescence, overnight;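 further: potency means the concentration at half of the fitted maximal effect; on the % scale 0 is the no-effect control and ±100 the full control effect; nearly all actives have a fitted effect of over 60% in size; hits raise eYFP signal because A3G escapes Vif-driven loss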
#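 Read-out is eYFP fluorescence (Ex 488/Em 500-530) from Vif-expressing HeLa A3G-eYFP cells; more signal means A3G escaped Vif-mediated degradation. Cells plated overnight, compound pinned in, incubated overnight at 37 deg C.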
# LDHA block: blocks human lactate dehydrogenase A | purified LDHA, NADH/diaphorase-resazurin fluorescence; hits give low values | activity change, % (values are at about 110 or 230 µM) | 480,000 compounds, 0.15% hits; in the data active means activity change below about -30%; inconclusive means mostly about -25% to -30%;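 further: plate controls were DMSO wells for no effect and wells without enzyme for full effect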
#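 Human LDH5 at 2 nM final in Tris HCl pH 7.4 with 0.06 mM NADH and 0.2 mM pyruvate, reacted 5 minutes at room temperature. Remaining NADH coupled via diaphorase/resazurin; resorufin fluorescence read at 0 and 20 minutes, normalized to enzyme-free and DMSO wells.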
# GRP78 ERSR act: inducers of ER stress response in human glioma cells. 420,000 compounds, 0.02% hits. U87-MG GRP78 promoter luciferase reporter, 16 h. Potency, µM, for inactives: at the top dose activation, actives largely listed as activators; further: potency means the concentration at half of the fitted maximal effect; series mostly up to about 76 µM; % of control where 0% means no effect; nearly all actives have a fitted effect of over 35% in size
#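 Stably transfected U87-MG glioma cells carrying a GRP78-based luciferase sensor; 16 h compound incubation. Luminescence end-point read 10 min after Bright-Glo addition at room temperature.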
# D1 ag: human D1 receptor agonism | P21728 | HEK293 T-REx D1 cells, calcium flux, agonist mode | activation, % at 2 µM | 360,000 compounds, 1% hits | AID 504660; in the data active means activation above about 30%; further: 0% is about no effect
# Target sequence (P21728 whole entry, looked up): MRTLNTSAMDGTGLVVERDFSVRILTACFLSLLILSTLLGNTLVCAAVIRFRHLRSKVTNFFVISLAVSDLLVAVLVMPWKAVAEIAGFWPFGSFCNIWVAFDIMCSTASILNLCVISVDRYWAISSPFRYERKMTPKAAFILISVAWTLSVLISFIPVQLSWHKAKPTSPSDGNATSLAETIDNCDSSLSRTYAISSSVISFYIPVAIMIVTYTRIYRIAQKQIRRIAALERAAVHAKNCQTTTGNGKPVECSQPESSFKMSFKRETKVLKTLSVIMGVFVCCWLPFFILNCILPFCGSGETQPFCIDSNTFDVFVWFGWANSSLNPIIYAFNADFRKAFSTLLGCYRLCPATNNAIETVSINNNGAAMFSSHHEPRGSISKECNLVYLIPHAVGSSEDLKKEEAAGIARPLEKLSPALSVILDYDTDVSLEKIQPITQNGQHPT
#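 Inducible HEK293 T-REx D1 cells, force-coupled to calcium signalling, were plated at 4000 cells/well with tetracycline and held overnight at 30 C. After no-wash calcium dye loading, compound-evoked calcium rise over 180 s flagged agonists.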
# D1 antag: antagonists of human D1 dopamine receptor | AID 504652 | P21728 | 360,000 compounds, 3.2% hits | HEK293 TREx D1 cells, calcium flux, dopamine EC80; hits give low values | activity change, negative = inhibition, % at 10 µM; in the data active means activity change below about -30%; further: on the % scale 0 is the no-effect control and ±100 the full control effect
#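 HEK293 T-REx cells expressing inducible, force-coupled D1 receptor; no-wash Ca dye, 30–90 min RT. Cmpd → 180 s read at 1 Hz → EC80 DA → 180 s read.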
# Vif-APOBEC3F blk: blocks the Vif interaction with APOBEC3F; AID 602313; 390,000 compounds, 0.2% hits; HeLa A3F-eYFP + Vif (tagged APOBEC3F with the HIV-1 protein that degrades it), YFP fluorescence increase; Potency, µM (top dose mostly 46.1 µM), for the others: at the highest dose activity, negative = active; further: potency means the concentration at half of the fitted maximal effect; % of control where 0% means no effect; nearly all actives have a fitted effect of over 65% in size
#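 HeLa cells stably expressing Vif plus C-terminally eYFP-tagged A3F were seeded, incubated overnight at 37 deg C, dosed with compound, incubated overnight again at 37 deg C. Yellow fluorescence (Ex 488/Em 500-530) reported blocked Vif-mediated A3F-eYFP degradation.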
# D1 potentiator: enhances dopamine response at the human D1 receptor; HEK293 TREx D1 cells, calcium flux, dopamine EC20 potentiation; potentiation, % at 10 µM; 360,000 compounds, 0.036% hits; P21728; AID 504651; in the data active means potentiation above about 30%; further: 0% is about no effect
# RXFP1 ag: agonists of human relaxin receptor RXFP1. Potency, µM (titrated, usually from 57.5 µM), for the others: top-dose activation, hits mostly activators. Q9HBX9. HEK293T-RXFP1 cAMP TR-FRET, 30 min; response scale: percent of porcine relaxin response, buffer zero. 370,000 compounds, 0.3% hits; further: potency means the concentration at half of the fitted maximal effect; on the % scale 0 is the no-effect control and ±100 the full control effect; nearly all actives have a fitted effect of over 60% in size; many of its hits are not listed in these tables
#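 Agonist response is measured as cAMP accumulation in an RXFP1-transfected HEK293T line under PDE4 inhibition. Values are scaled between buffer-only and 29 nM porcine relaxin, and EC50s come from standard Hill equation fits.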
# D2 PAM: D2 dopamine receptor (human) potentiation; P14416; HEK293 T-REx D2, calcium flux, EC20 dopamine potentiation; potentiation, % at 10 µM; 340,000 compounds, 0.34% hits;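 active means potentiation over 3 SD above the plate norm, cut at about 30% in these data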; further: 0% is about no effect
# Target sequence (P14416 whole entry, looked up): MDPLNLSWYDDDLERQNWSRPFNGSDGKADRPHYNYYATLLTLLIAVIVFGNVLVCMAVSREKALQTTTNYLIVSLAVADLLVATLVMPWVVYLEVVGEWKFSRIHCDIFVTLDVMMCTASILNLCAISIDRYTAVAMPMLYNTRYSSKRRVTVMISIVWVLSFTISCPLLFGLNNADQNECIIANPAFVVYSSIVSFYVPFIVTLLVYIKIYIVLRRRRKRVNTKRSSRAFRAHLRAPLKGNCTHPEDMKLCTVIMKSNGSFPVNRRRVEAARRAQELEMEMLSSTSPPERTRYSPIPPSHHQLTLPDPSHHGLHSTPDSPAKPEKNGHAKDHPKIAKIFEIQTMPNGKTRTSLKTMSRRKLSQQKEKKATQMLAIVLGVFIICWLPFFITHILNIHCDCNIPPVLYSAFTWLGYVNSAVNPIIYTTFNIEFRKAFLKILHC
#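 Potentiation of an EC20 dopamine calcium response is measured in a force-coupled, tetracycline-inducible Hek293 Trex D2 line. Compound-only kinetic reads over 180 s flag agonists before dopamine addition.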
# * = called active by the depositor; ? = inconclusive; · = no result given; & = joins results of further samples. Unless noted, the call rests on the fitted dose curve; in most records, active means well fitted curve in the direction sought with a large enough effect; inconclusive means small, poorly fitted or top-dose-only effect, or another doubt; inactive means no such curve, though single readings can be large; an effect the other way counts as inactive or inconclusive. The list is partial. The share of hits here may be higher or lower than overall.
SMILES,Vif-APOBEC3G blk,LDHA block,GRP78 ERSR act,D1 ag,D1 antag,Vif-APOBEC3F blk,D1 potentiator,RXFP1 ag,D2 PAM
CC(=O)Nc1ccc(-c2cc(C(=O)O)c3ccc(C)cc3n2)cc1,-6%,2,4%,2,-2,-9%,-4,5.4%,-2
CCC1CCCCN1CCCNC(=O)c1ccc(N2CCCC2=O)cc1 (centres undefined),-7%,-4,-6%,2,8,2%,-4,-0.5%,-11
CCOc1ccc(N2C(=O)c3[nH]nc(-c4ccccc4)c3C2c2ccc(O)c(OC)c2)cc1 (centres undefined),-9%,6,-7%,3,-21,0%,0,5.6%,-16
COC(=O)c1c(S(=O)(=O)NCc2ccccc2)sc(C(=O)O)c1C,1%,-6,-6%,2,·,3%,-2,-1.2%,-10
C=CCOc1ccccc1CN1CCC(Cc2ccccc2)CC1,-1%,-18,-6%,1,-9,1%,-9,-0.3%,-12
CCCn1nc(NC(=O)c2cccs2)c2cc3cc(OC)ccc3nc21,?,9,-3%,1,-5,-6%,-3,-0.2%,5
O=C1NC2(Nc3ccccc31)C(=O)Nc1ccc(Br)cc12 (centres undefined),0%,2,-4%,2,-4,-6%,-4,2.7%,-9
Cc1ccc(C(=O)N2CCN(c3ccc(NC(=O)c4ccc5c(c4)OCCO5)cc3)CC2)cc1,0%,-1,-6%,9,-27,-12%,-1,1.5%,-1
CC1COc2ccccc2N1C(=O)c1ccccc1Cl (centres undefined),1%,-7,0%,4,-8,15%,3,8.0%,-5
COC(=O)c1ccccc1NC(=O)C1CC=CCC1C(=O)O (centres undefined),1%,3,-8%,-2,-26,0%,-7,0.1%,-13
Cc1ccc2c(c1)N(CC(=O)NC1CCC(C)CC1)C(=O)c1cccnc1O2 (centres undefined),1%,-2,-2%,1,5,-5%,-13,1.1%,4
N#Cc1c(N2CCOCC2)nc(-c2ccco2)c2c1CCCC2,4%,1,2%,0,32,-3%,-1,1.9%,0
O=C(Nc1nnc(COc2ccc(Cl)cc2)s1)c1ccco1,4%,-18,-4%,5,6,-13%,2,-1.5%,1
Cc1ccc(OCC(=O)N(Cc2ccco2)c2c(N)n(Cc3ccccc3)c(=O)[nH]c2=O)cc1C,-9%,-1,0%,1,-3,-9%,2,1.3%,5
CCn1nccc1C(=O)Nc1ccc(Cl)cn1,1%,-5,2%,0,4,·,8,0.2%,10
CCN(CC)S(=O)(=O)c1ccc(N2CCOCC2)c(NC(=O)COc2ccc(Cl)cc2)c1,-1%,-3,-2%,2,-6,10%,-3,-2.8%,5
CCN1CCN(c2cc(=O)n(Cc3ccc(F)cc3)c(=O)[nH]2)CC1,3%,0,-1%,1,16,-8%,-4,3.5%,-4
CC1(C)CC(=O)c2cc3c(nc2C1)CC(C)(C)CC3=O,2%,1,12%,7,1,2%,4,-1.8%,-4
CC(C)=CCN1CCN(Cc2ccc3nsnc3c2)CC1CCO (centres undefined),-3%,-5,-3%,4,-3,0%,-6,-0.4%,9
CCOC(=O)c1cn(Cc2ccc(Cl)cc2Cl)c2cc(C)nn2c1=O,1%,0,0%,4,4,12%,-7,4.1%,5
CSc1nsc(/C=C/Nc2ccc(Cl)cc2)c1C#N,?,12,4%,6,-6,?,-6,7.2%,-5
O=C(CN(CCc1ccccc1)C(=O)CNS(=O)(=O)c1ccccc1)NCC1CCCO1 (centres undefined),1%,-3,-4%,-2,20,-17%,2,0.4%,4
Cc1ccc(O)c(NC(=O)CSc2n[nH]c(-c3ccccc3)n2)c1,1%,-1,3%,20,-29,-2%,-4,1.0%,2
O=C(CCc1ccccc1)N1CCN(c2ccc(Cl)cc2)CC1,3%,-1,-3%,1,2,2%,3,3.6%,-7
O=C(COC(=O)/C=C/c1ccc(Cl)cc1)NC1CCCCCC1,-3%,-5,-4%,4,-24,0%,-6,0.4%,3
SMILES,Vif-APOBEC3G blk,LDHA block,GRP78 ERSR act,D1 ag,D1 antag,Vif-APOBEC3F blk,D1 potentiator,RXFP1 ag,D2 PAM
O=C(CNC(=O)c1ccc(Cl)cc1)OCc1cc(=O)n2nc(C3CC3)sc2n1,-1%,-2,-2%,0,14,5%,2,29%,-10
CC(=O)NN1C(=O)c2ccccc2NC1c1ccc(N(C)C)cc1 (centres undefined),-5%,-1,16%,3,0,-9%,1,0.7%,1
COc1ccccc1N1CCN(C(=O)c2ccccc2N(C)S(=O)(=O)c2ccc(C)cc2)CC1,-1%,-2,-6%,3,-25,8%,-19,-0.3%,-2
COc1ccc(C(=O)N/N=C(\C)CC(=O)Nc2ccc3c(c2)OCO3)cc1,0%,1,-1%,1,-9,6%,-3,-0.3%,-11
COc1cc(NC(=O)c2ncn[nH]2)cc(OC)c1OC,-1%,1,-6%,-2,-20,-22%,-4,-0.2%,24
C#CCSc1nsc(SCC#C)c1C#N,0%,4,-5%,3,-5,-1%,-5,2.7%,5
OC(COc1ccccc1)CN1CCN(C(c2ccccc2)c2ccccc2)CC1 (centres undefined),-6%,-1,-5%,4,-6,-12%,-13,0.4%,·
CN(C)CCCCOc1ccc(Br)cc1Cl,-2%,-15,0%,7,2,4%,-18,0.2%,-16
Cc1ccc(SC[C@H](C)CN2CC[C@H](C)CCC2=O)cc1,-1%&2%,1,0%&3%,8,-12,-3%,3,3.5%,9
COc1ccc(C(=O)NC(=S)Nc2ccc(N3CCOCC3)cc2)cc1Cl,1%,-3,-2%,3,-4,2%,3,-1.4%,-10
COC(=O)c1[nH]c2ccccc2c1NC(=O)Oc1ccccc1,-13%,2,1%,1,22,-10%,0,-0.9%,-9
O=C(NC(=S)NCC1CCCO1)C(c1ccccc1)c1ccccc1 (centres undefined),-4%,2,-1%,5,3,-8%,1,-2.6%,3
COc1ccc(C(=O)CSc2nc3ccc([N+](=O)[O-])cc3[nH]2)cc1,-14%,-5,0%,-1,-4,0%,2,0.7%,3
CCOc1cc(S(=O)(=O)N2CCN(CC)CC2)ccc1Cl,-3%,-4,-5%,3,-4,-9%,5,-1.4%,12
Cc1cc(C(=O)OCC(=O)N2CC(C)OC(C)C2)c2ccccc2n1 (centres undefined),0%,-4,-5%,2,-12,6%,0,1.6%,0
CCOC(=O)c1ccc(Nc2c(-c3cccc(O)c3)nc3nc[nH]n23)cc1,-4%,10,3%,5,-13,-13%,-3,3.7%,8
CCC(=O)Nc1cccc(NC(=O)c2cccnc2)c1,2%,-8,3%,3,1,3%,4,1.5%,4
Cc1cccn2c(=O)c3cc(C(=O)NC4CCS(=O)(=O)C4)n(Cc4ccccc4)c3nc12 (centres undefined),1%,-8,-4%,2,-3,2%,-4,14%,10
COc1cccc(CNC(=O)c2sc3nc(C)cc(C)c3c2-n2cccc2)c1OC,-1%,0,-5%,1,12,2%,1,20%,4
COc1ccc(NC(=O)CCN2C(=O)c3cccc([N+](=O)[O-])c3C2=O)cc1,2%,4,-2%,1,-8,-7%,1,0.6%,4
O=C(N/N=C/c1ccccc1C(=O)O)c1ccncc1,-1%,-1,-1%,-2,-5,-7%,3,-1.0%,11
O=c1[nH]c2ccc(N/C(=N/S(=O)(=O)c3ccccc3)c3ccccc3)cc2[nH]1,0%,-1,-5%,3,15,-5%,-8,0.0%,-18
Cc1nc2ccc(NC(=O)NC(=O)c3c(Cl)cccc3Cl)cc2o1,0%,6,-3%,1,7,9%,0,0.5%,8
COc1ccc(OC)c(CNC(=O)c2cc3c(=O)oc4ccc(C)cc4c3s2)c1,2%,2,-2%,1,0,-8%,-1,3.5%,1
CC(C)(C)c1ccc(-n2ncc3c2CCCC3NC(=O)CCC2=NNC(=O)CC2)cc1 (centres undefined),-2%,-16,-5%,·,·,-10%,·,·,·
COC(=O)c1ccc(CSc2nnc(C)s2)cc1,2%,3,-9%,5,4,-3%,-1,-1.0%,5
Cc1cc(NS(=O)(=O)c2ccc(NC(=O)c3ccccc3F)cc2)nc(C)n1,-2%,-4,1%,-2,-12,0%,-4,-0.7%,12
CCOP(=O)(OCC)c1nc(-c2ccccc2)oc1N1CCCCC1,0%,1,-3%,1,9,-4%,-3,6.2%,-1

# 11 entries from above, with tabs.
SMILES	Vif-APOBEC3G blk	LDHA block	GRP78 ERSR act	D1 ag	D1 antag	Vif-APOBEC3F blk	D1 potentiator	RXFP1 ag	D2 PAM
Cc1cccn2c(=O)c3cc(C(=O)NC4CCS(=O)(=O)C4)n(Cc4ccccc4)c3nc12 (centres undefined)	1%	-8	-4%	2	-3	2%	-4	14%	10
COc1cccc(CNC(=O)c2sc3nc(C)cc(C)c3c2-n2cccc2)c1OC	-1%	0	-5%	1	12	2%	1	20%	4
COc1ccc(NC(=O)CCN2C(=O)c3cccc([N+](=O)[O-])c3C2=O)cc1	2%	4	-2%	1	-8	-7%	1	0.6%	4
O=C(N/N=C/c1ccccc1C(=O)O)c1ccncc1	-1%	-1	-1%	-2	-5	-7%	3	-1.0%	11
O=c1[nH]c2ccc(N/C(=N/S(=O)(=O)c3ccccc3)c3ccccc3)cc2[nH]1	0%	-1	-5%	3	15	-5%	-8	0.0%	-18
Cc1nc2ccc(NC(=O)NC(=O)c3c(Cl)cccc3Cl)cc2o1	0%	6	-3%	1	7	9%	0	0.5%	8
COc1ccc(OC)c(CNC(=O)c2cc3c(=O)oc4ccc(C)cc4c3s2)c1	2%	2	-2%	1	0	-8%	-1	3.5%	1
CC(C)(C)c1ccc(-n2ncc3c2CCCC3NC(=O)CCC2=NNC(=O)CC2)cc1 (centres undefined)	-2%	-16	-5%	·	·	-10%	·	·	·
COC(=O)c1ccc(CSc2nnc(C)s2)cc1	2%	3	-9%	5	4	-3%	-1	-1.0%	5
Cc1cc(NS(=O)(=O)c2ccc(NC(=O)c3ccccc3F)cc2)nc(C)n1	-2%	-4	1%	-2	-12	0%	-4	-0.7%	12
CCOP(=O)(OCC)c1nc(-c2ccccc2)oc1N1CCCCC1	0%	1	-3%	1	9	-4%	-3	6.2%	-1
